Bioassay records: PubChem, The Scripps Research Institute Molecular Screening Center
OX1R antag-1: OX1R (HCRTR1) antagonists, primary screen, fluorescence, CHO/OX1R cells, Fluo-8 calcium, orexin A. Orexin/Hypocretin receptor type 1 (Homo sapiens), O43613. Fluo-8 calcium fluorescence. inhibition, % at 5 µM. hit rate 0.43% among 330,000. AID 434989, 2010;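 active means inhibition above its plate's threshold, mean inhibition of all tested compounds on the plate plus 3 SD, cut at about 37% in these data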;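 further: 0% = orexin A challenge wells and 100% = SB-334867-A antagonist wells; not every result past the cut was called active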
Target sequence (O43613 whole entry, looked up): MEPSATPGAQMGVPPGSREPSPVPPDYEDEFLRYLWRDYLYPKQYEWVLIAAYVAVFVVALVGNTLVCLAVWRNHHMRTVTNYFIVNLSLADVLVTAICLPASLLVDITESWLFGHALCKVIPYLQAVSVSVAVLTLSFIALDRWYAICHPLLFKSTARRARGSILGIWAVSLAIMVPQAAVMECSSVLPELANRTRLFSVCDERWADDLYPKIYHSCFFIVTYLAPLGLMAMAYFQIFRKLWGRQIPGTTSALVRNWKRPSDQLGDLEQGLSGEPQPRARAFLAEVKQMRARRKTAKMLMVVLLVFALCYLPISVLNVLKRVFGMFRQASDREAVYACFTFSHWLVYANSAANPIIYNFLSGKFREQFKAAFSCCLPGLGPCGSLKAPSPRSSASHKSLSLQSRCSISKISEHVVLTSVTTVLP
OX1R antag-2: antagonists of human orexin 1 receptor (OX1R); Orexin/Hypocretin receptor type 1 (Homo sapiens), O43613; OX1R-expressing cells, FRET antagonist read-out; inhibition, % at 6.6 µM; hit rate 1.8% among 330,000; AID 485270, 2010; in the data active means inhibition mostly above about 38%, no sharp cut-off; inactive means mostly below about 40%;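 further: 0% = agonist challenge alone and 100% = reference antagonist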
* hit, by the source's call.

SMILES | OX1R antag-1 | OX1R antag-2
CCCn1c(SCC(=O)c2c[nH]c3ccccc23)nnc1-c1ccncc1 | -11.2 | 32.2
COC(=O)c1ccc(NC(=O)c2ccccc2SC)cc1 | -4.4 | 7.4
CCCn1nc(C(=O)NCCN2CCOCC2)c2ccccc2c1=O | -6.3 | 3.5
CN(Cc1ccccc1)c1ccc(C(CC(N)=O)NC(=O)c2ccc(Br)cc2)cc1[N+](=O)[O-] (stereo unspecified) | -12.9 | -0.9
COCc1[nH]nc2c1C1(CCC3(CC1)OCCO3)C(C#N)=C(N)O2 | 1.1 | 10.0
O=C(O)c1ccc(NC(=O)c2cccc(NC(=O)c3cccs3)c2)cc1 | -5.7 | 12.8
Cc1cccc(NC(=O)c2cc(=O)c3ccccc3o2)c1 | -28.7 | 12.1
CCn1cc(C(=O)OCC(=O)N(C)Cc2ccccc2)c(=O)c2ccc(C)nc21 | -29.3 | 18.0
Cc1cc(NC(=O)CCC(=O)N(Cc2ccco2)C2(C(=O)NC3CCCCC3)CCCC(C)C2)no1 (stereo unspecified) | -20.4 | 15.2
Cc1cc(C(=O)NCc2ccc(S(N)(=O)=O)cc2)c(C)o1 | -8.1 | 6.7
O=C(Nc1ccsc1C(=O)NC1CCCCC1)c1ccccc1 | -40.6 | 25.0
COc1ccc(C2=NOC(C(=O)N3CCN(c4ccccc4OC)CC3)C2)cc1 (stereo unspecified) | -35.3 | -2.8
CCN(CC)CCC(c1cc(OC)c(OC)c(OC)c1)c1c(OC)cc(OC)c2c(-c3ccccc3)cc(=O)oc12 (stereo unspecified) | -20.7 | 7.2
CCN(Cc1ccccc1)C(=O)CSc1nc(C)cc(C)c1C#N | -24.9 | 23.4
O=C(CNS(=O)(=O)c1cccc2nsnc12)NCc1ccc(Cl)cc1 | -28.4 | 43.2

Structures shown so far that have a cyano group (two):
SMILES | OX1R antag-1 | OX1R antag-2
COCc1[nH]nc2c1C1(CCC3(CC1)OCCO3)C(C#N)=C(N)O2 | 1.1 | 10.0
CCN(Cc1ccccc1)C(=O)CSc1nc(C)cc(C)c1C#N | -24.9 | 23.4

Later entries.
SMILES | OX1R antag-1 | OX1R antag-2
O=C(CCNC(=O)c1ccc(Br)cc1)Nc1cccc(S(=O)(=O)N2CCCCC2)c1 | -29.2 | 11.2
Cc1ccc(C)c(N2CCN(C(=O)CCS(=O)(=O)c3ccc4c(c3)NC(=O)C(C)S4)CC2)c1 (stereo unspecified) | -24.1 | 11.2
CCOC(=O)c1ccc(NC(=O)c2ccc(NS(C)(=O)=O)cc2)cc1 | 8.5 | 2.5
CCn1c(SCc2nc3ccccc3[nH]2)nnc1-c1cccnc1 | -19.0 | 10.9
CCCc1cc(=O)oc2c(C)c(OCC(=O)NC3CC(C)(C)NC(C)(C)C3)ccc12 | -0.6 | 11.8
CC(C)(CNC(=O)c1cccs1)N1CCOCC1 | 4.9 | 3.8
CCCn1c(N)c(Sc2ccc(Cl)cc2)c(=O)n(CCC)c1=O | -25.6 | 12.6
COc1ccc(C)cc1NC(=O)c1ccoc1C | -10.8 | 30.2
COC(=O)c1ccccc1N1C(=O)C2C(C1=O)[C@H]1C=C[C@@H]2C1 (stereo partly specified) | -6.6 | 18.9
COC(=O)c1ccccc1NC(=O)c1cccc(NC(=O)C(C)C)c1 | -14.9 | 27.7
Cc1cccc(NC(=O)CN2CCN(C(=O)c3cnn(Cc4ccccc4)c3)CC2)c1C | -5.3 | -2.1
OCC1(Cc2cccc(Cl)c2)CCCN(Cc2ccc(F)c(F)c2)C1 (stereo unspecified) | -35.2 | 2.8
O=C1C2C3C=CC(C3)C2C(=O)N1c1ncn[nH]1 (stereo unspecified) | 15.1 | 9.9
CCc1nnc(NC(=O)CCC(=O)N2CCN(C3CCCCC3)CC2)s1 | -21.3 | 7.4
O=C(N/N=C/C1=C(N2CCOCC2)C(=C\c2ccccc2)/CC1)Nc1ccccc1 | 0.9 | 11.7
COc1ccccc1N1CCN(C(=O)C2CCCO2)CC1 (stereo unspecified) | -16.6 | 3.6
N#Cc1nc(Cc2ccccc2)oc1NCc1ccccc1Cl | 21.9 | 32.2
O=[N+]([O-])/C=C/c1ccc2c(ccn2Cc2ccccc2)c1 | 53.8* | 10.1
O=C(CCN1C(=O)c2ccccc2S1(=O)=O)Nc1ccccc1O | -23.6 | 3.5
CC1=CC=CC2=NC(=O)CC(C)(C(=O)O)N12 (stereo unspecified) | -2.8 | 7.3
CN(CC(=O)Nc1cccc(F)c1)C(=O)c1cccc(-n2cccc2)c1 | -5.3 | 11.8
CCC(C(=O)NCCc1c[nH]c2ccc(C)cc12)c1ccccc1 (stereo unspecified) | -17.9 | 21.0
CCCOc1ccc(C(=O)Nc2ccc(S(=O)(=O)Nc3cc(C)nc(C)n3)cc2)cc1 | -11.8 | 33.6
COc1cc(/C=C/C(=O)O)cc2c1OCCO2 | -18.8 | 9.3
CCOc1ccc(C(C)=O)cc1COC(=O)CNC(=O)C12CC3CC(CC(C3)C1)C2 | -17.6 | 15.8
O=C1CCC(C(=O)Nc2cc(C(F)(F)F)ccc2-n2cncn2)=NN1 | 1.1 | 16.6
COC(=O)C1=C(CCc2ccccc2)NC(=O)NC1c1ccc(C#N)cc1 (stereo unspecified) | -0.1 | 16.5
O=C(NC1CCCCC1)C1CC(=O)N(CCc2ccc(F)cc2)C1 (stereo unspecified) | -26.0 | 15.5
Cc1nc(SCC(=O)N2CC(=O)Nc3ccccc32)nc(C)c1C | -10.0 | 14.4
Cc1ccc(C(=O)N2CCOCC2)cc1S(=O)(=O)N1CCOCC1 | -5.1 | 22.3
COc1ccc(Cl)cc1NS(=O)(=O)c1cccc(C(=O)NC2CCC(O)CC2)c1 (stereo unspecified) | -20.5 | 22.3
Cc1cc(=O)oc2c(CN3CCCC3)c(O)ccc12 | -11.5 | 0.5
CCN(CC)S(=O)(=O)c1ccc(C)c(NC(=O)COC(=O)c2ccc(C)c(S(=O)(=O)N3CCOCC3)c2)c1 | -12.2 | 12.5
Cc1c(C)[n+](=O)c(-c2ccc(F)cc2)c(C)n1[O-] | -0.9 | -9.1
C=CCC1NS(=O)(=O)OC(CCCC)C1O (stereo unspecified) | -5.5 | 4.8
CO/N=C/NC(=O)NOCc1ncc(C(F)(F)F)cc1Cl | -22.0 | 7.0
COc1cccc(/C=C2\N=C(C3CCCCC3)OC2=O)c1OC | -8.3 | 4.7
CC(C)(C)NC(=O)COC(=O)c1ccc(S(=O)(=O)N2CCCCCC2)cc1 | -24.2 | 11.0
CCN(C[C@H]1N[C@@](Cc2ccccc2)(C(=O)OC)[C@H]2C(=O)N(C)C(=O)[C@@H]12)C(=O)c1ccc(C)cc1 | -4.8 | 3.7
O=C(Nc1ccccn1)c1cccc(S(=O)(=O)N2CCCc3ccccc32)c1 | -4.2 | 9.3
CCc1nnc(NC(=O)c2cc(S(=O)(=O)N3CCCCC3)ccc2N2CCOCC2)s1 | -14.4 | 4.9
COc1ccc(C(=O)COC(=O)c2nn(C)c(=O)c3ccccc23)c(OC)c1 | -2.6 | 23.8
COc1ccc2c(CC(=O)OCC(=O)Nc3cc(C)c(C)cc3[N+](=O)[O-])coc2c1 | -26.6 | 31.4
Cn1c(=O)c2nc3ccccc3nc2n(C)c1=O | 13.4 | 159.7*
CN(C)C(=O)c1cc(C(=O)c2ccc(Cl)cc2Cl)c[nH]1 | -10.0 | 5.9

Printed as active in OX1R antag-1 (from the list above):
SMILES | OX1R antag-1 | OX1R antag-2
O=[N+]([O-])/C=C/c1ccc2c(ccn2Cc2ccccc2)c1 | 53.8* | 10.1

Further results.
SMILES | OX1R antag-1 | OX1R antag-2
CC1(NC(=O)NCc2ccco2)CCS(=O)(=O)C1 (stereo unspecified) | -10.7 | 1.7
CCOC(=O)c1ccc(NC(=O)CSCC(=O)OCC(=O)c2ccccc2)cc1 | -24.3 | 5.7
Cc1ccncc1C(N)=O | -8.6 | 6.2
Cc1noc(C)c1COc1ccccc1C(=O)NCCOc1ccccc1F | -7.4 | 12.8
CCn1c(Cc2cccs2)nnc1SCC(=O)NC1CC1 | -14.2 | -2.8
Cc1ccc(COCC(CC(C)C)N2CCN(C(=O)c3cccc(C(F)(F)F)c3)CCC2=O)cc1 (stereo unspecified) | -52.0 | 18.6
CC#CCOC(=O)c1c(C)nc2sc3c(c2c1N)CCC(O)C3 (stereo unspecified) | -4.4 | 16.7
CCOC(=O)Nc1cc(=O)c2ccccc2o1 | -0.1 | 2.7
CCCCC[C@@H]1C=C(C(=O)O)[C@H](c2ccc(CC)cc2)N1S(=O)(=O)c1ccc(C)cc1 | 2.6 | 17.4
CCCCN(C(=O)C(C)Oc1ccc(Br)cc1)c1c(N)n(Cc2ccccc2)c(=O)[nH]c1=O (stereo unspecified) | -8.9 | 11.7
COc1ccc(S(=O)(=O)N2CCOC2CNC(=O)C(=O)NCCc2ccc(OC)c(OC)c2)cc1 (stereo unspecified) | -18.9 | 22.5
Cc1cccc(C(=O)NCC(c2ccc(F)cc2)N2CCOCC2)c1 (stereo unspecified) | -19.8 | 7.1
COc1cc(/C=N/NC(=O)c2cc(-c3cccc(Br)c3)nc3ccccc23)cc(OC)c1O | 37.0 | 66.6*
COc1ccc(C(=O)N2CCC2)cc1S(=O)(=O)NCc1ccc(Cl)cc1 | -7.3 | -0.6
O=C(Nc1cnc2ccccc2c1)C1COc2ccccc2O1 (stereo unspecified) | -20.7 | 26.6
COC(=O)c1ccc(CS(=O)(=O)c2ccc(F)cc2)o1 | -10.1 | 11.8
CCN1C(=O)CC(N2CCN(C(c3ccccc3)c3ccccc3)CC2)C1=O (stereo unspecified) | -18.6 | 12.0
Cc1ccc(S(=O)(=O)NCC23C=CC(O2)C2C(=O)N(c4ccccc4)C(=O)C23)cc1 (stereo unspecified) | -10.0 | 14.8
C=CCn1c(-c2cccn(Cc3ccccc3)c2=O)n[nH]c1=S | 5.2 | 2.2
OC(COc1ccccc1)CN1CCCCCC1 (stereo unspecified) | -28.3 | 10.6
CC(=O)Nc1cccc(NC(=O)c2oc3ccccc3c2C)c1 | 10.8 | 61.8*
CCc1cc(=O)oc2cc(OCC(=O)NCC3CCC(C(=O)O)CC3)ccc12 (stereo unspecified) | 7.9 | 4.6
CC(Nc1ccc2ccccc2c1)C(=O)N/N=C/c1ccncc1 (stereo unspecified) | -7.8 | 2.0
CC(CC(F)(F)F)N1CCC(n2nccc2NC(=O)CCCc2ccccc2)CC1 (stereo unspecified) | -20.3 | 19.8
CC1(NC(=O)CC[N+](C)(C)CCO)CS(=O)(=O)CC1S(=O)(=O)[O-] (stereo unspecified) | -16.5 | 7.2
Cc1c(C)c2ccc(OCC(=O)N3CCN(C(=O)C4COc5ccccc5O4)CC3)cc2oc1=O (stereo unspecified) | -14.7 | 10.6
CC(=O)NC(C)(C)C1CC=C(C)/C(=N\O)C1 (stereo unspecified) | -3.7 | 5.5
Cc1ccsc1C(=O)N/N=C/C=C/c1ccccc1[N+](=O)[O-] | -26.1 | 45.7
CCOC(=O)c1ccc(NC(=O)CSc2nnc(COc3ccccc3)n2C)cc1 | -36.2 | 22.4
COc1cccc(Nc2nc3ccc(C(=O)c4ccccc4)cc3n3cnnc23)c1 | -11.0 | 15.0
CSc1cccc(NC(=O)c2c(Cl)cnn2C)c1 | -10.2 | 9.8
Cc1ccc(CNC(=O)N2CCN(S(=O)(=O)c3ccccc3)CC2)cc1 | -21.5 | -8.2
COC(=O)c1ccc(Oc2nc3c(c(=O)n(C)c(=O)n3C)n2CCC(C)C)cc1 | -15.2 | 3.4
CCOC(=O)Nc1ccc2c(c1)N(C(=O)CNC)c1ccccc1CC2 | -1.6 | 5.0
O=c1c2ccccc2ncn1Cc1ccc(Cl)cc1 | -24.3 | 8.2
COc1cccc(C(C(=O)NC2CCCC2)N(C(=O)c2ccco2)c2ccccc2F)c1OC (stereo unspecified) | -21.2 | 23.7
CCC(=O)N(CCCN(C)C)c1nc(-c2cc(OC)ccc2OC)cs1 | -13.0 | 3.6
CCn1c(SCC(=O)c2cc(C)n(C)c2C)nnc1-c1ccccc1 | -17.9 | 23.3
S=c1[nH]nc(Cn2cnc3ccccc32)n1-c1ccccc1Cl | -6.5 | 8.7
O=C(NC1=NCCS1)c1ccc(Cl)c(Cl)c1 | -6.8 | 1.4
N#CCSc1nnc(-c2ccccc2O)n1Cc1ccccc1 | -3.7 | 13.8
COc1ccc(Cc2nc3ccc(C(=O)NCCc4cccc(C)n4)cc3o2)cc1 | -3.5 | 9.6
Cc1cc(Cl)ccc1OCC(=O)NNC(=O)c1ccco1 | 6.5 | -1.4
CC(C)N1CCC(N2CCN(Cc3cc4c(cc3Cl)OCO4)CC2CCO)CC1 (stereo unspecified) | -21.4 | 11.2

Retrieved by structure from above:
SMILES | OX1R antag-1 | OX1R antag-2
COc1cccc(C(C(=O)NC2CCCC2)N(C(=O)c2ccco2)c2ccccc2F)c1OC (stereo unspecified) | -21.2 | 23.7
N#CCSc1nnc(-c2ccccc2O)n1Cc1ccccc1 | -3.7 | 13.8
CSc1cccc(NC(=O)c2c(Cl)cnn2C)c1 | -10.2 | 9.8
S=c1[nH]nc(Cn2cnc3ccccc32)n1-c1ccccc1Cl | -6.5 | 8.7
COc1ccc(Cc2nc3ccc(C(=O)NCCc4cccc(C)n4)cc3o2)cc1 | -3.5 | 9.6
CCn1c(SCC(=O)c2cc(C)n(C)c2C)nnc1-c1ccccc1 | -17.9 | 23.3

Not a hit list; any-hit rate near 2.1%.
